PglD DTNB – inhibitors of Campylobacter jejuni PglD acetyltransferase; purified PglD enzyme, DTNB colorimetric CoA detection; inhibition, % at 12.5 µM; 0.098% of 360,000 active; AID 602405; in the data active means inhibition above about 16%, passing the limit was not always enough; further: strong numbers were not always called active
RAD54 branch – RAD54 (human) branch migration inhibition | Q92698 | RAD54 Holliday junction branch migration, FAM/BHQ fluorescence | inhibition, % at 10.4 µM | 0.14% of 360,000 active | AID 602329;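 active means mean normalized replicate activity at least 40 and at least half of replicates scoring 40 or more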;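 further: 0% = median of neutral control wells and 100% = median of positive control wells; inhibitors cause a drop in the FAM fluorescence signal; in these data hits start at about 50%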
miR122 inh – miR-122 inhibition in Huh7 cells. 0.3% of 340,000 active. AID 602342. Huh7 miR-122 Renilla luciferase sensor, 48 h; neutral wells = 0, positive control = 100. activation (reporter increase), % at 12.5 µM;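 active means mean replicate activation score at least 90 and every replicate individually at or above 90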;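 further: higher luciferase means less miR-122 activity so hits act as miR-122 inhibitors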
E-sel inducer – induces E-selectin expression in human endothelial cells; P16581; 0.37% of 260,000 active; activation, % at 7.58 µM; HUVEC E-selectin immunofluorescence imaging; normalized: neutral wells 0, TNF-alpha wells 100;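 active means mean E-selectin-positive cell signal at least 10% of the positive control, reached in at least 60% of replicates, without over 20% cell loss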;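 further: in these data hits start at about 27%; measured in HUVEC primary endothelial cells; signal is the percent of cells scored E-selectin positive by PE staining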
Target sequence (P16581 whole entry, looked up): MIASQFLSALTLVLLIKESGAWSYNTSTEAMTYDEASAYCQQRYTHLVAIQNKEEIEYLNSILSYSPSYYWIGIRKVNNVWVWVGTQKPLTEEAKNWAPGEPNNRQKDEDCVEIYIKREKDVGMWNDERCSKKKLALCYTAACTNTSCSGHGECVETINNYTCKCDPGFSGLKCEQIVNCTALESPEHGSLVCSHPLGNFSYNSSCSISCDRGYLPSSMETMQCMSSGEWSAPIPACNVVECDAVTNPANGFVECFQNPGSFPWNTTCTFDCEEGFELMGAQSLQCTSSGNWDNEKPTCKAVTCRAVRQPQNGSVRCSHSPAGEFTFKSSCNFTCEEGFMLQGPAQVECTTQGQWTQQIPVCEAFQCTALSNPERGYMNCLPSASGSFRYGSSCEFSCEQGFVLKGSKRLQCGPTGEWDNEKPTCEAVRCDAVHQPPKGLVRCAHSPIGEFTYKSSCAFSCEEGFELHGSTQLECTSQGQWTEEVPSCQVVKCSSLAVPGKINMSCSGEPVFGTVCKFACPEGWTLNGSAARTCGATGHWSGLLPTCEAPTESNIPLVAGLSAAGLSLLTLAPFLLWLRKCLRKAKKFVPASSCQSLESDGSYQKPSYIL
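material = human umbilical vein endothelial cells (HUVEC), E-selectin induction | quantity = 3,000 cells/well | medium = EGM-2 growth medium on 0.1% gelatin-coated wells | technique = immunofluorescence imaging | read-out basis = % PE-positive cells | control set = TNF-alpha positive control, DMSO neutral control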
Cneo AK release – Cryptococcus neoformans lysis via adenylate kinase release; C. neoformans lysis, adenylate kinase release luminescence, 4 h; normalised: neutral wells 0, clomiphene wells 100; lysis activity, % at 15 µM; 0.2% of 360,000 active; AID 651654;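 active means mean lysis activity across replicates of at least 80%, whatever share of replicates individually reach that level; inactive means mean lysis activity below 80%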
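Assay system: Cryptococcus neoformans yeast cells / Dosing: single-point compound dose / Timing: 4 h at 37 °C static, read 1 h later / Measured by: luminescence of released adenylate kinase using an AK detection reagent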
RAD52 anneal inh – inhibitors of human RAD52 DNA annealing; AID 651710; recombinant RAD52 DNA annealing, FRET fluorescence; 0.46% of 360,000 active; P43351; inhibition, % at 18.7 µM;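 active means every replicate showing at least 50% inhibition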
Target sequence (P43351 whole entry, looked up): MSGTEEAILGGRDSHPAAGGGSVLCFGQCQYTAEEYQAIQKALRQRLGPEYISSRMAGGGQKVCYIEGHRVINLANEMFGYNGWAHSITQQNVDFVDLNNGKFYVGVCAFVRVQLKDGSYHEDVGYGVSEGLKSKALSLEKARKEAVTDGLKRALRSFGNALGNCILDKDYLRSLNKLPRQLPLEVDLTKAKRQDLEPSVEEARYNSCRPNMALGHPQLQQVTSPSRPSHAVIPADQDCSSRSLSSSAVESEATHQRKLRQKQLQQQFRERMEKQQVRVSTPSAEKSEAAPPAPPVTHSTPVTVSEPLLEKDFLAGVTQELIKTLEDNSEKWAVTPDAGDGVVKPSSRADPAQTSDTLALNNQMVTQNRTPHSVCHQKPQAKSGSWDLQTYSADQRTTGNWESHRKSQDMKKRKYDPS
ERAP1 inh – blocks human ERAP1 aminopeptidase activity. Q9NZ08. recombinant ERAP1, Leu-AMC fluorescence, 60 min. inhibition, % at 10.7 µM. 0.15% of 340,000 active. AID 652197;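 active means mean replicate inhibition of at least 30%, or all replicates individually reaching that 30% level; inactive means mean below 30% and not every replicate reaching it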;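 further: 0% = neutral control wells and 100% = L-leucinethiol positive control wells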
PGC1a acetyl inh – lowers PGC1a acetylation signal in U2OS cells; AlphaScreen anti-acetyl-lysine; with virally co-expressed GCN5 acetyltransferase; inhibition, % at 15.6 µM; 0.17% of 350,000 active; AID 651687;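 active means every replicate shows inhibition of at least 40%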;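 further: 0% = neutral control wells and 100% = positive control wells; some results beyond the cut were filed as inactive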
* marks the source's active call; other numbers are inactive results; i = inactive; x = not tested or not shown; & = joins results of further samples; [ ] = dose if it differs, or a comment.

Below each compound: PglD DTNB	RAD54 branch	miR122 inh	E-sel inducer	Cneo AK release	RAD52 anneal inh	ERAP1 inh	PGC1a acetyl inh
- O=C1C2CCCCN2C(=O)N1CCCCN1CCN(c2cccc(C(F)(F)F)c2)CC1 (stereo not given)
→ 0	-12	-3	x	6	-2	-3	-3
- CCCCSc1nnc(-c2ccc(C)cc2)n1C
→ 1	1	x	x	-2	x	x	2
- COC(=O)C[C@@H]1CC[C@@H]2[C@H](COc3ccc(NS(=O)(=O)c4ccccc4F)cc3C(=O)N2C)O1
→ 0	-6	0[16.7 µM]	0.1	2	x	x	3
- C=CCOC(=O)[C@@H]1[C@H]2C(=O)O[C@H](c3ccccc3)[C@H](c3ccccc3)N2[C@H](c2ccc(OCCOC(=O)[C@@H]3C[C@@H]4C(=O)N[C@@H](CCCCNC(C)=O)C(=O)N4[C@@H]3c3ccc(O)cc3)cc2)[C@@]12C(=O)Nc1ccc(I)cc12
→ 1	1	x	x	-3	-8	2	x
- O=C(/C=C/c1ccc(S(=O)(=O)N2CCOCC2)cc1)NCc1ccc(Cl)cc1
→ 1	1	6	x	2	-16	-4	x
- COc1ccc(NC(=O)N(C)C[C@@H]2OCCCC[C@H](C)Oc3ccc(NC(=O)c4ccccc4)cc3C(=O)N([C@H](C)CO)C[C@H]2C)cc1
→ -1	10	6[16.7 µM]	-0.2	-12	14	-1	5
- Cc1ccc(C(=O)Nc2nnc(-c3ccco3)o2)cc1
→ 5	12	7	3.6	8	-13	2	-1
- O=C(Nc1ccccc1)N1CCCCN2[C@H](CO)[C@H](c3ccc(Br)cc3)[C@@H]2C1
→ -2	-3	0[16.7 µM]	-0.5	6	-3	-3	6
- O=C(CCCC(=O)N(CC(=O)NC1CCCCC1)Cc1ccccc1)Nc1ccccn1
→ 4	-1	8	x	-2	x	x	-12
- CCOc1ccc(C(CC(=O)O)NC(=O)C(c2ccccc2)c2ccccc2)cc1OC (stereo not given)
→ 1	11	-8	x	1	-9	-2	3
- COc1ccc(NC(=O)N(C)C[C@H]2OCCCC[C@H](C)Oc3ccc(NC(=O)Nc4ccc(C(F)(F)F)cc4)cc3C(=O)N([C@@H](C)CO)C[C@@H]2C)cc1
→ -1	-18	2[16.7 µM]	0.0	2	18	-6	-17
- COC(=O)c1cccc(NCN2C(=O)c3ccccc3C2=O)c1
→ -1	-11	-5	x	-2	x	x	11
- COc1ccc(CN2C(=O)C(CC(=O)NCc3ccco3)CC(C(=O)N(C)C)=C2C)cc1 (stereo not given)
→ -5	-4	-6	x	-1	-14	-1	8
- Fc1ccc(C(c2ccc(F)cc2)N2CCN(C/C=C/c3ccccc3)CC2)cc1
→ -6	8	-7	-2.4	3	-3	-3	11
- O=C(C[C@@H]1C[C@H]2c3cc(NC(=O)NC4CCCC4)ccc3O[C@H]2[C@H](CO)O1)NCCN1CCCCC1
→ 0	7	-3[16.7 µM]	0.2	3	-1	-5	6
- CCCCOc1ccc(-c2cc(C(F)(F)F)c(C#N)c(SCC(=O)O)n2)cc1
→ x	x	x	-0.4	x	i	-1	-9
- COC(=O)c1ccccc1NC(=O)Nc1nnc(N2CCC(C)CC2)s1
→ 4	7	-3	0.0	0	4	3	6
- O=C(Nc1ccccc1F)C1CCCN(S(=O)(=O)c2ccc(-n3cnnn3)cc2)C1 (stereo not given)
→ 4	-12	x	x	-2	-1	-5	x
- C[C@H](CO)N1C[C@H](C)[C@@H](CN(C)CC2CCCCC2)Oc2c(NS(=O)(=O)c3ccccc3)cccc2C1=O
→ 1&1	-4&2	-27[16.7 µM]	0.7&-0.1	-3&4	15&-13	2&0	18
- O=C(Cn1nnc(-c2ccccc2Cl)n1)Nc1cccc(S(=O)(=O)N2CCCC2)c1
→ 10	-10	25	0.3	1	-18	-3	6
- CC(=O)c1ccc(Sc2nnc(C)s2)c([N+](=O)[O-])c1
→ -2	2	4	x	-1	-13	-3	-6
- O=[N+]([O-])/C(C(Cl)=C(Cl)Cl)=C(/NC1CC1)Sc1ccccc1
→ x	x	-6	x	x	-3	-1	5
- COCC(=O)Nc1ccc2c(c1)OC[C@@H](C)N(C(=O)COC)C[C@@H](C)[C@@H](OC)CN(C)C2=O
→ -1	-6	x	0.2	0	15	2	5
- COc1ccccc1NC(=O)C/C(N)=N/O
→ 6	11	-1	x	-3	x	x	-5
- Cc1ccc(S(=O)(=O)Nc2ccc3c(c2)C(=O)N(C)[C@@H]2CC[C@@H](CC(=O)NCCc4ccncc4)O[C@@H]2CO3)cc1
→ -3	3	-38[16.7 µM]	-0.2	-2	4	-1	3
- CN1CCN(C(=O)/C(=C/c2ccc(N(C)C)cc2)NC(=O)c2ccccc2)CC1
→ -5	-11	-1	0.0	-3	-29	3	-5
- Cc1ccc(S(=O)(=O)N(C)C)cc1NC(=O)Nc1c(-c2ccccc2)noc1C
→ 0	2	5	x	0	-7	-4	-13
- COc1ccc(CN2C(=O)c3cccnc3C2=O)cc1S(=O)(=O)N(C)Cc1ccco1
→ 0	-15	-3	x	0	-18	0	8
- O=C1/C(=C/c2ccc(Cl)cc2)NC(=S)N1Cc1cccnc1
→ 3	2	-6	x	2	-6	-3	-6
- CCn1c(SCc2cccc(C)c2)nnc1-c1ccc(C)cc1
→ 0	-1	44	x	-5	x	x	5
- COC(=O)Nc1ccc(S(=O)(=O)N(CCO)CCO)cc1
→ -1	11	-1	x	0	-9	6	-49
- Cc1ccc2[nH]c(=O)c(CN(Cc3ccccc3)Cc3nnnn3C3CCCC3)cc2c1
→ 2	-9	3	x	1	x	x	0
- COC(=O)c1ccccc1NC(=O)Nc1cccs1
→ 0	-8	x	x	4	-19	1	x
- CSc1nc2c(c(=O)[nH]c(=O)n2C)n1Cc1ccccc1Cl
→ 1	4	-5	0.2	0	-12	0	-6
- C#CCNC(=O)C1=C[C@H](c2cn(C(C)=O)c3ccccc23)C[C@H](OCCCCO)O1
→ -8	-7	x	x	45	-25	1	x
- COc1cccc(S(=O)(=O)N(C)C[C@H]2Oc3cc(C#CCC(C)C)ccc3S(=O)(=O)N([C@@H](C)CO)C[C@@H]2C)c1
→ 4	6	30[16.7 µM]	0.7	0	-9	1	0
- CC(C)C(=O)NNC(=O)C1CC1(c1ccccc1)c1ccccc1 (stereo not given)
→ 3	-5	1	0.0	1	-11	-1	2
- Cc1ccccc1C(=O)OCC(=O)N(C)c1ccccc1
→ 3	-7	-4	0.2	0	-15	0	5
- CCOc1cccc(C(=O)Nc2ccc(NC(=O)c3cc4ccccc4o3)c(OC)c2)c1
→ 0	3	4	0.3	5	-2	1	-6
- CCOc1ccccc1N(C)C(=O)CCS(=O)(=O)c1ccc2c(c1)NC(=O)CO2
→ 0	6	-2	x	-2	-1	1	4
- CN1CCN(CC(O)COc2ccccc2)CC1 (stereo not given)
→ -3	-3	2	0.2	0	-8	0	3
- CCCCNC(=O)c1nc(C2CCN(S(=O)(=O)c3ccc(F)c(F)c3)CC2)oc1-c1cccc(C(F)(F)F)c1
→ -5	9	4	0.3	-1	-16	3	-3
- O=C1OC(OC(=O)c2ccccc2Br)C(N2CCOCC2)=C1Cl (stereo not given)
→ 2	9	-4	x	0	x	x	10
- Cn1cccc1Cc1nnc(SCC(=O)Nc2ccc3c(c2)OCO3)n1CCc1ccccc1
→ -7	-2	4	0.0	1	-14	-4	-15
- COc1ccccc1CNC(=O)C[C@@H]1CC[C@@H]2[C@H](COc3ccc(NC(C)=O)cc3C(=O)N2C)O1
→ 1	0	10[16.7 µM]	2.1	101*	x	x	1
- CN(C)CC#Cc1ccc([C@@H]2[C@H]3CN(C(=O)Nc4ccc(F)cc4)CCCCN3[C@H]2CO)cc1
→ -3	-3	15[16.7 µM]	0.6	-1	20	-5	-3
- Cc1c(C(=O)OCc2nnc(-c3ccccc3)o2)oc2ccccc12
→ 2	10	-9	-0.6	4	10	-1	4
- CC(C)c1c(O)nc(SCCN(C)C)[nH]c1=O
→ 0	1	7	x	2	x	x	0
- COc1ccc(CCNS(=O)(=O)c2cccc(S(=O)(=O)N3CCCC3)c2)cc1OC
→ 11	9	-5	x	20	x	x	-11
- COC(=O)c1cccc(NC(=O)CSc2ncn[nH]2)c1
→ 2	0	-1	x	-1	x	x	6
- CCCCCN(C(=O)COC(=O)CSc1ccc([N+](=O)[O-])cc1)c1c(N)n(CCCC)c(=O)[nH]c1=O
→ x	x	-3	0.0	x	-7	0	18
- Cc1noc(C)c1S(=O)(=O)Nc1ccc2c(c1)C(=O)N([C@H](C)CO)C[C@H](C)[C@H](CN(C)C(=O)NC1CCCCC1)OCCCC[C@H](C)O2
→ -1	8	5[16.7 µM]	0.0	0	-38	0	x
- C=C(Cl)COc1ccc2c(CC)cc(=O)oc2c1
→ 0	-2	1	x	-5	-4	-2	-10
- COc1ccc(C(NC(=O)C2CCN(CCCOc3ccccc3)CC2)c2cccs2)cc1 (stereo not given)
→ 1	-17	2	-2.8	-1	-24	6	x
- C[C@@H]1CN([C@@H](C)CO)C(=O)c2cccc(NS(=O)(=O)c3ccc(F)cc3)c2O[C@@H]1CN(C)Cc1ccc2c(c1)OCO2
→ -6	3	8[16.7 µM]	0.5	-1	5	-1	-8
- COc1ccc(-c2onc(C)c2-c2cnn(-c3ccccc3)c2)c(O)c1
→ -2	0	5	1.9	3	-9	1	x
- CCn1c(SCc2ccc(OC)c(F)c2)nc2ccccc2c1=O
→ 4	-5	-10	x	-2	-7	0	0
- CCCn1c(O)c(N=NC(=O)CNC(=O)/C=C/c2ccc(OC)cc2)c2ccccc21
→ 0	7	-5	x	-1	1	-2	8
- O=C(Nc1ccc(Br)cn1)c1cccc(S(=O)(=O)N2CCCC2)c1
→ -3	4	0	-0.1	-3	-8	0	-4
- Cc1cc(=O)oc2c(C)c(OCC(=O)NCc3ccccn3)ccc12
→ -1	-1	-5	x	-1	-18	0	-3

3 compounds drawn at random from those above:
Below each compound: PglD DTNB	RAD54 branch	miR122 inh	E-sel inducer	Cneo AK release	RAD52 anneal inh	ERAP1 inh	PGC1a acetyl inh
- COC(=O)c1cccc(NC(=O)CSc2ncn[nH]2)c1
→ 2	0	-1	x	-1	x	x	6
- COc1ccccc1CNC(=O)C[C@@H]1CC[C@@H]2[C@H](COc3ccc(NC(C)=O)cc3C(=O)N2C)O1
→ 1	0	10[16.7 µM]	2.1	101*	x	x	1
- CN(C)CC#Cc1ccc([C@@H]2[C@H]3CN(C(=O)Nc4ccc(F)cc4)CCCCN3[C@H]2CO)cc1
→ -3	-3	15[16.7 µM]	0.6	-1	20	-5	-3

The results go on:
Below each compound: PglD DTNB	RAD54 branch	miR122 inh	E-sel inducer	Cneo AK release	RAD52 anneal inh	ERAP1 inh	PGC1a acetyl inh
- NS(=O)(=O)c1ccc(NC(=O)c2ccccc2C(=O)N2CCCCC2)cc1
→ -2	-7	-13	x	5	x	x	x
- COc1ccc2c3c([nH]c2c1)[C@@H](CO)N(Cc1cc(F)ccc1F)CC31CCN(C(=O)C2CCC2)CC1
→ x	x	x	-0.3	x	-80	0	-1
- Cc1ccc(S(=O)(=O)NCCc2nnc(SCc3cccnc3)n2C)cc1
→ 4	-18	-2	0.2	1	-13	1	0
- COCC(=O)N(C)C[C@@H]1Oc2cc(C#CC3CC3)ccc2S(=O)(=O)N([C@@H](C)CO)C[C@H]1C
→ 0	7	-2[16.7 µM]	1.4	3	-12	0	0
- CN(C)CCN(C(=O)c1ccc2ccccc2c1)c1nc2cc3c(cc2s1)OCCO3
→ -4	34	x	x	-2	69*	2	x
- CN(C)c1ccc(C(=O)N2CCCC(CCC(=O)N3CCN(c4ccccn4)CC3)C2)cc1 (stereo not given)
→ -5	4	x	-0.2	-3	-5	3	5
- O=P(c1ccccc1)(c1ccccc1)c1cc(Br)cc(Br)c1OCCO
→ -4	1	-13	0.2	-2	-8	-3	11

High-throughput results (PubChem)
